# TRPC4 PAM – allosterically enhances the mouse TRPC4 cation channel | Q9QUQ5 | HEK293 TRPC4beta/mu-opioid, DAMGO EC20, Fluo-4 Ca2+ flux; hits give high values | B-score at 10 µM | 0.42% of 310,000 active | AID 2227;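 active = B-score of calcium response area above 5 SD of library B-scores, with initial fluorescence ratio within 5 SD of library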;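 also: B-score of integrated fluorescence ratio over time as area under calcium response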
# Target sequence (Q9QUQ5 whole entry, looked up): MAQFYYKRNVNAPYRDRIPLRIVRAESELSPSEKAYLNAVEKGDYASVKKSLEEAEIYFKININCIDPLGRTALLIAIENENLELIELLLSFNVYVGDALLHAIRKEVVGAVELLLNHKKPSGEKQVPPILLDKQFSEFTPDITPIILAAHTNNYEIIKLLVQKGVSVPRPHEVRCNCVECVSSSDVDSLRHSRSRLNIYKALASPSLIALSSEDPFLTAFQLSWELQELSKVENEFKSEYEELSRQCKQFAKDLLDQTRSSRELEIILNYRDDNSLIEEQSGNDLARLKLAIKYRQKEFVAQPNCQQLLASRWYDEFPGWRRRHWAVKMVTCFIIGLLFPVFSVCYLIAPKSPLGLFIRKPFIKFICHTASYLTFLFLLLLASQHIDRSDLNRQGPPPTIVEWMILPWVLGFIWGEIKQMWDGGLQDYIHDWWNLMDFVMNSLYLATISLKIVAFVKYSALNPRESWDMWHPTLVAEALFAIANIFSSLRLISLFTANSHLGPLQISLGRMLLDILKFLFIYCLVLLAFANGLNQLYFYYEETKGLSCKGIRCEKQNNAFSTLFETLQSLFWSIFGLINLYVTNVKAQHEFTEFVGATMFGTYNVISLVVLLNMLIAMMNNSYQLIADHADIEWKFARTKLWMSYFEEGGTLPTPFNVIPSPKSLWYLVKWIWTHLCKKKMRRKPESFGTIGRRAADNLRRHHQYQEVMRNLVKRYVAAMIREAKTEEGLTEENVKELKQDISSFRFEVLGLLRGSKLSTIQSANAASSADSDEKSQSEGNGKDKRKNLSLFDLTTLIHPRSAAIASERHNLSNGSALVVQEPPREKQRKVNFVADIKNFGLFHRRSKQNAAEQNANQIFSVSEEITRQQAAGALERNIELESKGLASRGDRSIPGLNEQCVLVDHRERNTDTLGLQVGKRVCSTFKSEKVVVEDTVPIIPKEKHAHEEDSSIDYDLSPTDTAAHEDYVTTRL
# PolyA inhibitor – blocks polyadenylation in yeast reporter cells; S. cerevisiae SKY197-pL101 polyadenylation reporter, beta-gal luminescence; efflux-impaired pdr1/pdr3 knockout yeast; score 100 = 6 SD above DMSO; calls only at 12 µM; 0.02% of 300,000 active; AID 1875;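 active = lowest replicate activity score at least 50, where 100 means six control SD above control mean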;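 also: yeast exposed to compound for 9 h at 30 °C; higher score means more reporter readthrough which indicates perturbed polyadenylation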
# MrgX1 PAM – allosterically activates human MrgX1 receptor signaling; B-score at 10 µM; Q96LB2; AID 588675; MrgX1-HEK293, Fluo-4 calcium flux, FDSS; hits give high values; 0.63% of 310,000 active;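 active = plate-corrected calcium response at least 3 library SD above typical, normal starting fluorescence, not activating the receptor alone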;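 also: compound read alongside a low EC10 to EC30 dose of BAM8-22 agonist; peak minus trough fluorescence over baseline measured at the second addition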
# AI-2 QS modul – Vibrio harveyi AI-2 quorum sensing modulation; Vibrio harveyi JMH597 AI-2 luminescence/OD600 ratio, 9 h; hits give low values; strain lacks LuxN and CqsS sensors; 0 = neutral-control median; AID 2094; activity change, % at 7.5 µM; 0.4% of 300,000 active; in the data active = activity change below about -75%, passing the limit was not always enough;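 also: luminescence divided by OD600 gain over 9 h not by final OD600 alone; inactives centre near 13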
# MrgX1 antag – blocks BAM8-22 activation of human MrgX1 receptor; Q96LB2; MRGX1-HEK293 calcium flux, Fluo-4, BAM8-22 antagonism; hits give low values; B-score at 10 µM; 1.3% of 310,000 active;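 active = calcium-response B-score plate-corrected more than 3 library SD below zero, starting fluorescence within 5 deviations, no agonist response on first addition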;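 also: peak minus trough fluorescence over baseline after final BAM8-22 challenge near maximal dose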
# MrgX1 agonist – agonists of human MrgX1 receptor; 0.44% of 310,000 active; B-score at 10 µM; MrgX1-HEK293 cells, Fluo-4 calcium fluorescence, agonist mode; hits give high values; Q96LB2;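 active = calcium response B-score plate-corrected fluorescence ratio at least 3 library SD, with starting fluorescence B-score inside 5 SD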
#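 times = overnight plating, then 30 min 37 °C plus 30 min room-temperature dye loading | assay system = stable human MrgX1 HEK293 cell line | input = fifteen thousand cells per well | signal = kinetic calcium dye fluorescence, Fluo-4 NW | dosing = compound delivered in addition one of three | read-out = B-scored fluorescence response ratio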
# TRPC4 inh – blocks the mouse TRPC4 cation channel; HEK293 TRPC4beta/mu-opioid, DAMGO-evoked Fluo4 calcium flux; hits give low values; 0.39% of 300,000 active; B-score at 10 µM;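 active = B-score over 3 SD under the library average, no early fluorescence shift, positive overall ratio signal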
#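 Test system – stable TRPC4beta/mu-opioid receptor HEK293 cells · Probe or stimulus – DAMGO, a submaximal dose followed by a maximal one · Dosing – one concentration per compound · Signal – Fluo4 calcium fluorescence by kinetic imaging, 5 s 1 Hz baseline · Evaluation – per-well B score of integrated baseline-normalized Fluo4 ratio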
# TRPC6 inhibitor – blocks the mouse TRPC6 cation channel | HEK293-TRPC6, membrane potential dye, ACh-evoked depolarization; hits give low values | B-score at 10 µM | 1.1% of 310,000 active;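 active = B-score under library mean minus 3 SD, initial fluorescence not abnormally high, positive integrated signal ratio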;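 also: B-score derived from integrated fluorescence ratio over the kinetic read; more negative B-score means stronger inhibition of depolarization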
# HIF act – HIF pathway transcriptional activation | U2OS HRE-luciferase reporter, luminescence; normalized: DMSO 0%, desferrioxamine 100% | 0.32% of 300,000 active | AID 1910 | activation, % at 7.5 µM (by protocol);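 active = mean activation of at least 10% of the iron chelator positive control signal, with at least half of replicates also reaching 10%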
# TRPC6 activator – activates the mouse TRPC6 cation channel; B-score at 10 µM; HEK293-TRPC6 membrane potential dye fluorescence; hits give high values; 0.13% of 310,000 active; AID 2550;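 active = B-score of the integrated fluorescence ratio above library mean plus 3 SD, and starting fluorescence ratio within library mean plus 5 SD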;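 also: higher score means more depolarization so channel activation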
# TRPC4 agonist – TRPC4 (mouse) channel activation; Q9QUQ5; HEK293 TRPC4beta/mu-opioid, Fluo4 calcium fluorescence; hits give high values; B-score at 10 µM; 0.49% of 310,000 active; AID 2237;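 active = B-score above 5 SD of library B-scores, and initial fluorescence ratio not above library mean plus 5 SD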;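 also: positive B-score marks a calcium rise read as TRPC4 activation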
#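 System – HEK293 cells stably co-expressing mouse TRPC4beta and mu-opioid receptor · Signal – Fluo4 calcium-sensitive dye fluorescence, kinetic, 1 Hz baseline · Benchmarks – buffer (low) and maximal DAMGO (high) · Read-out – B score of integrated fluorescence ratio per well · Incubation – dye loading 45 min room temperature, 110 s kinetic read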
# * = called active by the depositor; i = inactive; · = not tested or not shown. An excerpt (hit frequency here may not be typical).
SMILES,TRPC4 PAM,PolyA inhibitor,MrgX1 PAM,AI-2 QS modul,MrgX1 antag,MrgX1 agonist,TRPC4 inh,TRPC6 inhibitor,HIF act,TRPC6 activator,TRPC4 agonist
CN(CCc1ccccn1)C(=O)CCC1CCCN(C(=O)c2ccccn2)C1 (stereo not given),i,i,i,12,i,i,i,i,-0.2,i,i
CCOC(=O)c1c(C)n(C)c2ccc(OC)c(NC(=O)CN3CCN(C(=O)c4ccco4)CC3)c12,i,i,i,17,i,i,i,i,0.1,i,i
O=C(Nc1cccc(NC(=O)c2cccs2)c1)c1ccc2c(c1)OCO2,i,i,i,13,i,i,i,i,1.0,i,i
COCCn1c(C)cc(C(=O)COC(=O)c2ccc(N3CCCC3=O)cc2)c1C,i,i,i,40,i,i,i,i,0.4,i,i
CC1CN(C(=S)SCC(=O)c2ccccc2)CC(C)O1 (stereo not given),i,i,i,22,i,i,i,i,0.9,i,i
Cn1c(=O)c2c(nc(CN3CCN(Cc4ccccc4)CC3)n2Cc2cccc(Cl)c2)n(C)c1=O,i,i,i,4,i,i,i,i,-0.5,i,i
O=C(Nc1ccccc1Cl)N1CCN(C/C=C/c2ccccc2)CC1,i,i,i,11,i,i,i,i,-0.1,i,i
CCC1CCCCN1C(=O)N[C@@H](Cc1ccccc1)C(=O)O (stereo not given in full),i,i,i,-1,-5*,i,i,i,-0.3,i,i
COc1ccc(-c2csc3ncnc(N4CCN(S(=O)(=O)c5ccccc5C#N)CC4)c23)cc1,i,i,i,1,i,i,i,i,-0.4,i,i
O=C(CS(=O)(=O)Cc1ccccc1)NCC1CCCO1 (stereo not given),i,i,i,12,i,i,i,i,-0.8,i,i
COc1ccc(C2=NO[C@@H]3[C@@H]4C[C@@H]([C@H]5C(=O)N(c6ccc7c(c6)OCO7)C(=O)[C@@H]45)[C@H]23)cc1OC,i,i,i,34,i,i,i,i,-0.1,i,i
Cc1ccc(S(=O)(=O)N2CCN(C(=O)CSc3nccn3C)CC2)cc1,i,i,i,18,i,i,i,i,-0.2,i,i
Cc1cc(C)cc(NC(=O)CN2CCc3ccccc3C2)c1,i,i,i,17,i,i,i,i,-0.1,i,i
CCOC(=O)c1cccc2c(=O)c(C(=O)c3ccc(Cl)cc3)c(C(=O)OC)[nH]c12,i,i,i,5,i,i,i,i,·,i,i
COC(=O)Cc1ccc(NC(=S)N2CCN(C)CC2)cc1,i,i,i,22,i,i,i,i,0.2,i,i
COc1ccc(/C=C/C(=O)c2ccc3c4c(cccc24)CC3)cc1,i,i,i,-5,i,i,i,i,1.5,i,i
COCCNC(=O)C(c1ccncc1)N(Cc1ccccc1)C(=O)Cn1nnc2ccccc21 (stereo not given),i,i,i,15,i,i,i,i,1.1,i,i
COc1ccc(-c2nnn(Cc3ccccc3)n2)cc1OC,i,i,i,-9,i,i,i,i,0.8,i,i
O=C(CSc1nc2ccccc2[nH]1)N/N=C/C=C\c1ccccc1[N+](=O)[O-],i,i,i,8,i,i,i,i,0.5,i,i
N/C(=N\OC(=O)CCC1CCCCC1)c1cccnc1,i,i,i,19,i,i,i,i,2.5,i,i
Cn1c(=O)cc(SCC(=O)N2CCCC2)c2ccc(Cl)cc21,i,i,i,19,i,i,i,i,0.2,i,i
O=C(NC(=S)Nc1ccccc1[N+](=O)[O-])c1ccco1,i,i,i,5,i,i,i,i,1.7,i,i
O=C(NCc1ccccn1)c1cn(CCc2ccccc2)nn1,i,i,i,·,i,i,i,i,-0.1,i,i
Cc1ccc(N2CC(C(=O)Nc3c(C)n(C)n(-c4ccccc4)c3=O)CC2=O)cc1 (stereo not given),i,i,i,15,i,i,i,i,-0.1,i,i
Fc1ccc(CNCc2ccco2)cc1,i,i,i,22,i,i,i,i,-12,i,i
O=c1c2cc3c(=O)n(CC4CCCO4)c(=O)c3cc2c(=O)n1CC1CCCO1 (stereo not given),i,i,i,18,i,i,i,i,-0.1,i,i
CC(=O)c1cccc(NC(=O)C2(c3ccccc3)CC2(Cl)Cl)c1 (stereo not given),i,i,i,13,i,i,i,i,-0.2,i,i
C=CCn1cc(C(=O)NCCOC)c(=O)c2cc(S(=O)(=O)N3CCCCCC3)ccc21,i,i,i,-5,i,i,i,i,-0.1,i,i
Cc1ccc(-n2c(C)cc(/C=N/NC(=O)Cn3c4ccccc4c(=O)c4ccccc43)c2C)cc1,i,i,i,51,i,i,i,i,-0.3,i,i
Cc1ccc2cc(CN(CC3CCCO3)S(=O)(=O)c3c(C)ccc4nsnc34)c(=O)[nH]c2c1 (stereo not given),i,i,i,29,i,i,i,i,0.4,i,i
Oc1cc2ccccc2cc1-c1n[nH]c(=S)o1,i,i,i,19,i,i,i,i,-1.1,i,i
Cc1c(NC(=O)Cn2cc([N+](=O)[O-])cn2)c(=O)n(-c2ccccc2)n1C,i,i,i,38,i,i,i,i,0.5,i,i
CN1CCN(CCNC(=O)Nc2ccccc2[N+](=O)[O-])CC1,i,i,i,7,i,i,i,i,-1.5,i,i
COc1ccc(Cl)cc1NC(=O)COC(=O)c1cc(NS(=O)(=O)c2cccs2)ccc1O,i,i,i,19,i,i,i,i,1.2,i,i
Cc1c(CCC(=O)N[C@@H](CCCNC(N)=O)C(=O)O)c(=O)oc2cc3oc4c(c3cc12)CCCC4,i,i,i,33,i,i,i,i,-2.0,i,i
COC(=O)c1cccnc1-n1c(=O)c2cccnc2n(Cc2ccc([N+](=O)[O-])cc2)c1=O,i,i,i,19,i,i,i,i,-0.1,i,i
O=[N+]([O-])c1ccc(N/N=C/c2cccnc2)cc1,i,i,i,-7,i,i,i,i,1.0,i,i
COc1ccccc1NC(=O)c1ccc(NC(=O)CSc2ncn[nH]2)cc1,i,i,i,17,i,i,i,i,0.0,i,i
Cc1ccc(Cl)cc1N1CCN(C(=O)C2CCC(=O)N(C3CCCCCC3)C2)CC1 (stereo not given),i,i,i,17,i,i,i,i,0.0,i,i
O=C(NC1CCCCC1)c1ccc(-c2ccc(Cl)cc2)o1,i,i,i,2,i,i,i,i,3.4,i,i
CN(C)/C=N/c1cc(=O)[nH]c(=O)n1C,i,i,i,15,i,i,i,i,-2.2,i,i
COc1cc(S(=O)(=O)NCc2ccncc2)ccc1Br,i,i,i,18,i,i,i,i,0.5,i,i
O=C(NCCOc1ccc(F)cc1)C1CCC(=O)N(CCCN2CCOCC2)C1 (stereo not given),i,i,i,32,i,i,i,i,-0.4,i,i
CCn1cc([N+](=O)[O-])c(C(=O)Nc2ccn(Cc3ccccc3F)n2)n1,i,i,i,-1,i,i,i,i,-0.2,i,i
O=C(CSc1nnc(-c2cccnc2)s1)Nc1ccc(C(=O)O)cc1,i,i,i,17,i,i,i,i,0.7,i,i
CCC(=O)n1nc(-c2cccnc2)nc1NCc1ccc(F)cc1,i,i,i,7,i,i,i,i,-0.9,i,i
CCN(CCN1CCCC1)C(=O)C1CCC(=O)N(CCCN2CCOCC2)C1 (stereo not given),i,i,i,28,i,i,i,i,-0.2,i,i
O=C1OC(CCl)CN1Cc1c(Cl)cccc1Cl (stereo not given),i,i,i,2,i,i,i,i,-0.6,i,i
CNC(=S)N1N=C(c2ccccc2)CC1c1ccc(OC)c(OC)c1 (stereo not given),11*,i,i,1,i,i,i,i,-0.1,i,i
CC1(C)CC(=O)C(N=Nc2cc(S(=O)(=O)N3CCOCC3)ccc2Cl)=C(O)C1,i,i,i,-11,i,i,i,i,-0.1,i,i
Cc1cccc(NC(=O)c2nc[nH]c2C(=O)N[C@@H](C)C(=O)OC(C)(C)C)c1,i,i,i,28,i,i,i,i,0.0,i,i
COc1ccc(CNc2ncnc3c2[nH]c2ccccc23)cc1,i,i,i,-71,i,i,i,i,0.5,i,i
CC(=O)N1CCCc2cc(S(=O)(=O)N3CCCC(C(=O)NCc4ccc(C)cc4)C3)ccc21 (stereo not given),i,i,i,19,i,i,i,i,-0.2,i,i
CCCOc1ccc(N/C=C/C(=O)C(C)(C)C)cc1,i,i,i,9,i,i,i,i,-0.1,i,i
O=S(=O)(NCc1cc(-c2ccccc2)no1)c1ccc(Cl)cc1,i,i,i,8,i,i,i,i,-0.4,i,i
CCOC(=O)c1cc(-c2ccccc2)n(CC2CC(c3ccc(OC)cc3)=NO2)n1 (stereo not given),i,i,i,6,i,i,i,i,0.2,i,i
COc1ccc(N=Cc2c(O)n(-c3cccc(C)n3)c(=O)c3ccccc23)c(OC)c1,i,i,i,20,i,i,i,i,-0.2,i,i
O=[N+]([O-])c1cccc(C(=Nc2ccc(Cl)cc2)NO)c1,i,i,i,-67,i,i,i,i,-0.1,i,i
Cc1cc(OCCCn2cnc3ccccc3c2=O)ccc1[N+](=O)[O-],i,i,i,-2,i,i,i,i,0.0,i,i
COc1cccc(-c2nn(-c3ccccc3)cc2CN2CCCO2)c1,i,i,i,21,i,i,i,i,-0.2,i,i
CN(c1ccc(C(=O)Nc2ccc(F)cc2F)cc1)S(=O)(=O)c1ccccc1,i,i,i,16,i,i,i,i,0.1,i,i
O=C(N/N=C/c1ccc(Cl)cc1Cl)Nc1ccccc1,i,·,i,4,i,i,i,i,0.0,i,i

# 3 neighbouring entries from above, quoted:
SMILES,TRPC4 PAM,PolyA inhibitor,MrgX1 PAM,AI-2 QS modul,MrgX1 antag,MrgX1 agonist,TRPC4 inh,TRPC6 inhibitor,HIF act,TRPC6 activator,TRPC4 agonist
CN(C)/C=N/c1cc(=O)[nH]c(=O)n1C,i,i,i,15,i,i,i,i,-2.2,i,i
COc1cc(S(=O)(=O)NCc2ccncc2)ccc1Br,i,i,i,18,i,i,i,i,0.5,i,i
O=C(NCCOc1ccc(F)cc1)C1CCC(=O)N(CCCN2CCOCC2)C1 (stereo not given),i,i,i,32,i,i,i,i,-0.4,i,i
